Compound activity from PubChem.
BoNT A protease – BoNT/A light chain protease inhibitors, primary screen, biochemical, flow cytometry, MLPCN library; hit rate 0.17% among 360,000; inhibition, % at 10 µM; multiplex microsphere protease substrate cleavage; Botulinum neurotoxin type A light chain protease (Clostridium botulinum A str. ATCC 3502); note: plate controls were buffer without enzyme for full effect and enzyme alone for no effect
PfHsp40 rescue – rescue of yeast from PfHsp40 toxicity, primary screen, S. cerevisiae, ATP luminescence. S. cerevisiae expressing PfHsp40, growth rescue. growth rescue, % at 12.5 µM. hit rate 0.68% among 340,000; in the data active = growth rescue above about 28%, passing the limit was not always enough; inconclusive = no clear call, values can overlap the other calls;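 note: yeast W303a lacking pdr1 and pdr3 grown in galactose medium; growth measured after three days at 30 °C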
UGM FP inh – M. tuberculosis UGM enzyme inhibitors, primary screen, biochemical, fluorescence polarization, single point | purified UGM, fluorescence polarization probe displacement | inhibition, % at 10 µM | hit rate 0.06% among 320,000 | AID 504406, 2011; in the data active = inhibition above about 10%, passing the limit was not always enough; inconclusive = no clear call, values can overlap the other calls
Target sequence (P9WIQ1 whole entry, looked up): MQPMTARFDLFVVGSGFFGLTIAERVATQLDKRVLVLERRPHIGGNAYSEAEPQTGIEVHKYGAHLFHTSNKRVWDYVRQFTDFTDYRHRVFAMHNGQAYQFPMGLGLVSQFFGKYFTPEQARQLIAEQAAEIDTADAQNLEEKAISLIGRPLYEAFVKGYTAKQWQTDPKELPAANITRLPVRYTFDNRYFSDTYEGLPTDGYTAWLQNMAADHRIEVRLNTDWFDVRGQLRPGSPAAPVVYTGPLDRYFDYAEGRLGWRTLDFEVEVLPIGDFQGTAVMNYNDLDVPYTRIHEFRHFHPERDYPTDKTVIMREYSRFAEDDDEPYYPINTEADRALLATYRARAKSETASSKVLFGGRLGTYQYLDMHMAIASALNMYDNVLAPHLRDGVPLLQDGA
Mtb BioA inh – M. tuberculosis BioA enzyme inhibitors, primary screen, biochemical, plate reader, single point, HTS | 7,8-diaminopelargonic acid synthase BioA (Mycobacterium tuberculosis) | purified M. tuberculosis BioA enzyme | inhibition, % at 9.99 µM | hit rate 0.096% among 360,000; in the data active = inhibition above about 40%; inconclusive = no clear call, values can overlap the other calls
Anthrax LF prot – Bacillus anthracis LF protease inhibitors, primary screen, biochemical, multiplex microsphere, MLPCN library | hit rate 0.12% among 360,000 | multiplex microsphere protease cleavage assay | Lethal factor (Bacillus anthracis), P15917 | AID 588501, 2011 | inhibition, % at 10 µM; note: plate controls were buffer without enzyme for full effect and enzyme alone for no effect
GDH-TPI counter – GDH-TPI coupling enzyme inhibitors, primary screen, artefact control for M. tuberculosis FBA inhibitor project, biochemical, absorbance, full deck. GDH-TPI coupled enzyme counterscreen, NADH absorbance. inhibition, % at 4.8 µM. hit rate 1.2% among 360,000; in the data active = inhibition above about 30%;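 note: 0% = DMSO wells and 100% = wells lacking the enzyme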
FBA Mtb inh – Mtb FBA enzyme inhibitors, primary screen, biochemical, fluorescence, strain H37Rv; hit rate 2.3% among 360,000; inhibition, % at 1 µM; purified M. tuberculosis FBA, fluorescence read-out; in the data active = inhibition above about 27%;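 note: 0% = vehicle and 100% = reference inhibitor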
Target sequence (P9WQA3 whole entry, looked up): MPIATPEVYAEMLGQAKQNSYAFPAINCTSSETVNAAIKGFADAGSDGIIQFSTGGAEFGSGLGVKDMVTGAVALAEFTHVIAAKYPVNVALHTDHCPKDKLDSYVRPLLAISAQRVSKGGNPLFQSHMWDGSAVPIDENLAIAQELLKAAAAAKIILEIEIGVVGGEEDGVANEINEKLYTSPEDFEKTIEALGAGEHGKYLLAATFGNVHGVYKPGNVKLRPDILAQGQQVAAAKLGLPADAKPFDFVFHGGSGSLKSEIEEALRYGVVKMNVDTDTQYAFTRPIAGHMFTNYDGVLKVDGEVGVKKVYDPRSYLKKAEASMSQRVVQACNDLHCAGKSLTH
FadD28 FP inh – inhibitors of FadD28 bisubstrate probe binding, primary screen, biochemical, fluorescence polarization, single point | AID 588549, 2011 | inhibition, % at 12.5 µM | hit rate 0.22% among 360,000; in the data active = inhibition above about 8.5%, passing the limit was not always enough; inconclusive = no clear call, values can overlap the other calls
BoNT-F LC inh – BoNT/F light chain protease inhibitors, primary screen, biochemical, flow cytometry, MLPCN library; hit rate 0.22% among 360,000; Multiplex microsphere protease cleavage assay; inhibition, % at 10 µM; in the data active = inhibition above about 35%, passing the limit was not always enough; inconclusive = no clear call, values can overlap the other calls; note: plate controls were buffer without enzyme for full effect and enzyme alone for no effect
Starred values were filed as active, the others as inactive; ? = inconclusive; . = no result given; + = active, no number; & = joins results of further samples. Cut-off read from the data, not from the text of the source, unless noted: active = inhibition above about 30%; inconclusive = no clear call, values can overlap the other calls; inactive = below that.

nr	Molecule	BoNT A protease	PfHsp40 rescue	UGM FP inh	Mtb BioA inh	Anthrax LF prot	GDH-TPI counter	FBA Mtb inh	FadD28 FP inh	BoNT-F LC inh
1	Cc1ccc2[nH]c(=O)c(CN(CCc3ccccc3)Cc3nnnn3CC3CCCO3)cc2c1 (configuration not stated)	2.8	2.0	1.6	1.0	-5.3	5.7	7.3	-3.4	-16.2
2	COc1ccc(N2CCN(C(=O)C3CCN(S(=O)(=O)N4CCOCC4)CC3)CC2)cc1	0.1	0.6	.	-0.1	-1.7	-1.9	-0.8	-1.6	-5.5
3	COc1ccc(S(=O)(=O)N2CCCC(C(=O)O)C2)cc1 (configuration not stated)	-0.7	-1.3	-0.9	-1.7	-1.6	-12.8	2.7	-1.3	-4.7
4	CC(=O)NC(c1cc(Cl)c2cccnc2c1O)C1CC1 (configuration not stated)	-0.1	7.4	0.8	-2.4	4.9	4.9	-3.2	0.8	3.4
5	CCC(C)(C(=O)NC1CCCC1)N(C(=O)Cc1cccs1)c1c(C)n(C)n(-c2ccccc2)c1=O (configuration not stated)	0.7	-0.3	-1.4	.	3.3	-0.6	0.4	-0.5	-0.3
6	Cc1cccc(NC(=O)CCCN2C(=O)C(c3ccccc3)Oc3cccnc32)c1C (configuration not stated)	-3.3	-1.3	3.2	.	-3.5	16.2	6.3	-0.6	-8.8
7	O=c1[nH][nH]c2cc([N+](=O)[O-])ccc12	-0.4	0.5	.	0.0	2.2	9.7	-3.1	-0.2	-2.9
8	Cc1cccc(-n2c(SCC(=O)N3CCCC3)nnc2-c2ccccn2)c1C	0.3	1.3	-1.0	-2.2	-1.1	4.5	-1.5	-0.4	-7.3
9	Cc1ccc(/C=N\NC(=O)c2ccc3c(c2)OCO3)o1	.	0.8	-0.4	-1.2	.	23.7	1.2	-1.1	.
10	CCOC(=O)Cn1c2c(c(=N)c3c1CCC3)CCC2	-0.5	-0.3	-0.4	-2.0	1.8	-3.5	-3.9	0.1	-13.0
11	COc1ccc(/C=N/NC(=O)c2c(C)nc3ccc(Cl)cn23)cc1OC	-1.2	-1.9	-0.3	-1.6	12.7	26.3	-2.2	-1.9	-7.9
12	CC(=O)OCC1CCCC2=C(C)C(=O)CCC21COC(C)=O (configuration not stated)	0.6	-0.8	-0.2	0.8	-2.1	4.1	-2.6	-0.5	-3.1
13	Cc1[nH]c2ccccc2c1CCN	-1.5	-0.5	0.4	-0.5	-12.1	6.7	2.5	-2.1	-22.1
14	O=c1cc(CN2CCOCC2)c2cc(Cl)c(O)cc2o1	1.2	-0.7	0.4	-0.3	-3.2	-0.8	+	-2.3	-2.2
15	c1ccc(-n2nnnc2Oc2cccc3cccnc23)cc1	2.1	-1.2	-2.4	-0.7	-5.9	4.9	4.1	-3.3	-8.4
16	CC1=C2[C@H]3OC(=O)[C@@H](C)[C@@H]3CC[C@@]2(C)C=CC1=O	-0.6	0.3	5.3	-0.5	-7.1	2.9	-1.0	0.8	2.3
17	CC(C)NC1C2CCC(CC2)C1(O)c1ccc(Cl)c(Cl)c1 (configuration not stated)	0.1	.	.	-0.2	-0.5	0.4	3.9	-4.5	-4.4
18	CC(C)OC(=O)c1c(-c2ccc(C(C)C)cc2)csc1NC(=O)C1CCCO1 (configuration not stated)	-1.2	-0.4	-2.1	-4.2	-5.6	10.4	2.7	0.5	3.6
19	CC(=O)OC1CCC2(C)C3CCC4(C)C(C(C)=O)CCC4C3CC3OC32C1 (configuration not stated)	-0.7	0.8	.	3.3	-3.5	0.0	-0.7	-4.7	2.2
20	Cc1ccc(S(=O)(=O)NC(=O)N2CCCN(Cc3ccc(F)cc3)CC2)cc1	-1.2	-0.3	-0.6	-1.5	8.5	3.7	-0.9	-3.7	-3.8
21	Cc1cc(N/N=C/c2c(O)ccc3ccccc23)nc(-c2ccccc2O)n1	0.5	-1.2	0.2	-0.1	-1.1	24.7	0.1	0.2	-11.4
22	CCc1nc2ccc(C(=O)N3CCN(S(=O)(=O)CC)CC3)cn2c1N(C)CCC(C)C	0.2	.	.	-0.3	-3.3	-3.6	-2.2	-3.2	7.2
23	O=C(NC1CC1)C1CCN(C2CCN(C(=O)CC3=CCCCC3)CC2)CC1	0.1	0.6	-1.0	2.4	-1.2	0.6	0.7	-0.2	1.2
24	O=C1OC(c2ccccc2)Cc2cc(C(=O)N3CCN(c4ccc(F)cc4)CC3)ccc21 (configuration not stated)	2.0	1.1	.	-0.1	3.1	-6.2	-1.5	-2.0	5.4
25	CC(NC(=O)c1cc(S(=O)(=O)N2CCOCC2)cn1C)c1ccccc1 (configuration not stated)	1.0	0.4	-0.5	-0.5	0.2	1.9	1.8	0.6	1.5
26	Cc1cccn2c(=O)c(C=O)c(Nc3ccccc3)nc12	-0.5	-0.3	-0.4	-1.1	-1.6	-10.6	0.1	-3.3	2.8
27	COc1ccc(-n2nnnc2C(c2ccccc2)N2CCC(n3c(=O)[nH]c4ccccc43)CC2)cc1 (configuration not stated)	0.1	.	.	0.0	1.3	.	-1.1	-2.9	1.2
28	CCS(=O)(=O)n1nc(-c2ccco2)nc1SC	0.4	-2.4	2.2	.	1.0	-5.9	0.7	1.0	4.8
29	O=C(CC1SC2=NCCN2C1=O)Nc1ccc(Br)cc1 (configuration not stated)	-4.3	0.1	-0.4	0.4	0.3	5.6	-0.7	-4.1	-2.3
30	CCCOc1ccc(C(CC(=O)O)NC(=O)c2sc3ccccc3c2Cl)cc1 (configuration not stated)	-0.1	3.0	2.1	.	-3.2	-6.2	-7.8	-3.9	-6.5

One compound at a time, as listed above. Order of values: BoNT A protease	PfHsp40 rescue	UGM FP inh	Mtb BioA inh	Anthrax LF prot	GDH-TPI counter	FBA Mtb inh	FadD28 FP inh	BoNT-F LC inh
CCCOc1ccc(C(CC(=O)O)NC(=O)c2sc3ccccc3c2Cl)cc1 (configuration not stated) is listed with -0.1	3.0	2.1	.	-3.2	-6.2	-7.8	-3.9	-6.5
Cc1cc(N/N=C/c2c(O)ccc3ccccc23)nc(-c2ccccc2O)n1 is listed with 0.5	-1.2	0.2	-0.1	-1.1	24.7	0.1	0.2	-11.4

(cont.)
nr	Molecule	BoNT A protease	PfHsp40 rescue	UGM FP inh	Mtb BioA inh	Anthrax LF prot	GDH-TPI counter	FBA Mtb inh	FadD28 FP inh	BoNT-F LC inh
31	COC(=O)c1ccc(CSc2ccc3nnc(-c4ccc(F)cc4)n3n2)o1	-0.1	0.1	1.9	.	-1.5	-1.3	3.9	-3.6	-6.2
32	Cc1ccccc1C(=O)N1CCC(C(=O)NCc2ccc(Cl)cc2)CC1	2.0	0.2	2.8	7.2	-4.5	-2.8	-0.5	-0.7	11.3
33	Cc1ccc(C)c(NC(=O)COC(=O)c2ccc(S(=O)(=O)N3CCCC3)cc2)c1	-0.5	.	.	0.4	-1.5	8.9	1.2	-2.7	-4.5
34	CC(=O)Nc1cc(-c2cccc(C(=O)NCCN(C)C)c2)cn2c(-c3ccc(S(C)(=O)=O)cc3)cnc12	0.3	.	.	2.0	1.0	10.7	61.2*	-2.4	-3.0
35	COC(=O)C1=C(c2ccc(-c3ccccc3)c(F)c2)C[C@@H]2CC[C@H]1N2C(=O)NCCNC(C)=O	0.1	2.2	0.0	-0.5	-3.6	3.1	42.9*	-3.4	-4.1
36	c1ccc(Nc2ccccn2)cc1	-0.6	-0.7	0.6	-0.1	-1.5	2.8	-1.5	-2.4	1.2
37	CCc1ccc(-c2nc(CS(=O)CC(=O)NCc3ccccc3)c(C)o2)cc1 (configuration not stated)	5.3	0.5	-1.7	-1.1	2.4	3.0	-0.9	-5.4	11.8
38	O=C(N/N=C1/CN2CCC1CC2)c1cc2ccccc2cc1O	0.7	0.8	-0.9	-3.1	-18.2	6.7	-3.5	1.3	-2.2
39	C[C@H]1CN([C@@H](C)CO)C(=O)CCCn2nncc2CO[C@H]1CN(C)C(=O)Nc1ccc(N2CCCCC2)cc1	-0.3	.	.	-0.8&-0.8	3.1	1.4	3.1	0.7	-3.8
40	O=C(CCCCC(=O)NCCCc1ccccc1)NCCCc1ccccc1	-4.1	0.1	1.3	-1.9	-5.4	7.4	2.8	-1.9	?
41	Cc1cc2oc(=O)sc2cc1NS(=O)(=O)c1ccccc1	1.9	-0.9	-2.5	-2.2	-2.9	-3.8	-2.7	-3.1	-10.6
42	CCC(C(=O)N1CCN(S(C)(=O)=O)CC1)c1ccccc1 (configuration not stated)	-2.4	-0.8	-3.9	.	1.2	-9.9	0.4	-2.3	-3.5
43	CCOC(=O)C1=C(COC(=O)COc2ccc(C(=O)CC)cc2)NC(=O)NC1C (configuration not stated)	-1.0	1.2	-1.3	.	1.4	3.1	-0.4	-0.4	?
44	CC(=O)c1cccn1S(=O)(=O)c1ccccc1	0.9	0.6	1.0	-0.3	-2.4	2.8	0.2	-3.5	2.0
45	O=C(NNC(=O)C12CC3CC(CC(C3)C1)C2)c1ccncc1	-0.2	-0.2	-1.3	.	-5.0	0.0	-0.5	.	8.2
46	COC(=O)C1CCN(C(=O)c2ccc3nc(-c4cccc(OC)c4)oc3c2)CC1	7.0	0.2	-2.0	5.6	4.2	-6.2	2.8	-2.0	20.5
47	CC(C)Cn1c(=O)c2sccc2n2c(CCCC(=O)NC3CCN(Cc4ccccc4)CC3)nnc12	-4.8	1.7	-1.2	-1.6	2.6	-2.5	6.2	0.5	7.4
48	CCOC(=O)N1CCN(CC(=O)N2CCC(C(N)=O)CC2)CC1	0.0	-1.1	0.9	-1.7	-0.5	-11.2	0.6	-4.2	-5.1
49	COC(=O)Cc1c(OC)ccn(CCc2c[nH]c3ccccc23)c1=O	0.4	-1.5	-0.1	-2.3	-3.9	0.0	1.9	0.5	1.3
50	Cc1ccc(NC(=O)CN(C)C(=O)COC(=O)c2ccc(NC(=O)CC#N)cc2)cc1	-0.8	-1.4	0.7	-1.1	0.6	-9.7	0.1	.	-3.5
51	COc1ccc(C(NC(=O)C(C)C)c2c(O)ccc3ccccc23)cc1 (configuration not stated)	-0.2	0.7	3.5	.	-0.8	9.9	7.5	-1.0	-3.9
52	COc1ccc(C2C(CC(=O)O)=C(Nc3ccccc3)C(=O)N2c2ccccc2)cc1 (configuration not stated)	-0.3	-1.2	1.2	-3.7	1.0	3.1	0.4	-0.8	-1.4
53	CC1=C(C(=O)Nc2cccc(F)c2)C(c2ccsc2)C2=C(CC(C)(C)CC2=O)N1 (configuration not stated)	0.1	1.0	1.2	.	0.1	6.4	9.0	-4.1	-3.5
